SIAE primary – inhibitors of human sialic acid acetylesterase SIAE. Q9HAT2. SIAE FP-Rh probe binding, fluorescence polarization. inhibition, % at 9.66 µM. 0.69% of 370,000 active;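 active = inhibition above a cutoff: mean of compounds within the control limits plus 3 SD of those, cut at about 17% in these data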;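 note: 0% = plate median of compound wells and 100% = probe without SIAE protein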
PLC-beta3 inh – inhibitors of human phospholipase C beta3 | Q01970 | Purified PLC-beta3, fluorogenic substrate, fluorescence | inhibition, % at 12.2 µM | 0.18% of 370,000 active | AID 720704; in the data active = inhibition above about 11%;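 note: 0% = median of compound wells on plate and 100% = full blocker control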
PLC-gamma1 inh – PLC-gamma1 (human) inhibition, primary screen; P19174; purified PLC-gamma1, fluorogenic substrate, fluorescence; inhibition, % at 12.2 µM; 0.84% of 370,000 active; AID 720700; in the data active = inhibition above about 9.5%
ADAM10 inh – ADAM10 inhibition, QFRET primary screen; O14672; recombinant ADAM10, EDANS/DABCYL FRET peptide cleavage, 3 h; inhibition, % at 7 µM; 0.62% of 370,000 active;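 active = inhibition above a per-campaign cutoff equal to the mean of compounds falling between control-based bounds plus 3 SD, cut at about 20% in these data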;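 note: 0% = DMSO wells while the 100% control is not disclosed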
DDE Tn7 FP inh – disrupts Tn7 cyclic peptide binding to fibrin D-Dimer-E complex. P02675. FP displacement of FITC-Tn7 peptide from fibrin DD(E); 0% = median of compound wells per plate. inhibition, % at 8.3 µM. 0.13% of 370,000 active. AID 720508;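 active = inhibition above the mean of compounds falling within the control limits plus 3 SD of them, cut at about 14% in these data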;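 note: 0% = plate median of compound wells and 100% = 10 µM Aha-Tn7 peptide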
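Assay system: Fibrin-DD(E) protein isolated from polymerized human fibrin clots; read-out basis: percent inhibition; medium: Tris/NaCl/CaCl2 buffer, pH 7.8; signal: FP measurement; incubation: 10 min plus 3 h, room temperature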
ARFGAP1 inhibitor – inhibitors of rat ARFGAP1. Q62848. Arfgap1-stimulated ARF1 GTP hydrolysis, GDP FP detection. inhibition, % at 16.5 µM. 0.26% of 360,000 active;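 active = inhibition above a per-plate limit, mean inhibition of low control wells plus 3 SD, cut at about 25% in these data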;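 note: 0% = DMSO wells with enzyme and 100% = wells lacking Arfgap1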
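Assay system: Rat Arfgap1 GAP domain (His6, aa 1-136), purified enzyme | Buffer or medium: HEPES 25 mM pH 7.5, NaCl 150 mM, MgCl2, DTT | Schedule: GTP hydrolysis reaction 2 h at 25 °C | Signal: FP of antibody-bound GDP Alexa 633 tracer, ex 620/em 688 nm | Measure: Percent inhibition of Arfgap1-stimulated GTP hydrolysis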
ASAP1 inh – blocks human ASAP1-stimulated Arf1 GTP hydrolysis. GDP FP detection. 0.19% of 360,000 active. Q9ULH1. inhibition, % at 16.5 µM; in the data active = inhibition above about 25%;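 note: 0% = vehicle with enzyme and substrate and 100% = no enzyme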
Tn6 DDE FP – disrupts Tn6 cyclic peptide binding to fibrin D-Dimer-E complex; Fibrin DD(E) TRITC-Tn6 fluorescence polarization displacement; inhibition, % at 8.3 µM; 0.21% of 370,000 active; AID 720509;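 active = inhibition above a per-campaign cutoff: mean of compounds within control limits plus 3 SD, cut at about 15% in these data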;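 note: 0% = median of all compound wells on the plate and 100% = blocking peptide control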
ADAM17 inh – inhibits human ADAM17; 0.83% of 370,000 active; inhibition, % at 6.95 µM; P78536; recombinant ADAM17, EDANS/DABCYL FRET peptide cleavage; AID 720648;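 active = inhibition above the mean of compounds lying between control limits plus 3 SD, set per campaign, cut at about 8.5% in these data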;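 note: 0% = DMSO-only wells as the low control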
Target sequence (P78536 215-824 limits assumed): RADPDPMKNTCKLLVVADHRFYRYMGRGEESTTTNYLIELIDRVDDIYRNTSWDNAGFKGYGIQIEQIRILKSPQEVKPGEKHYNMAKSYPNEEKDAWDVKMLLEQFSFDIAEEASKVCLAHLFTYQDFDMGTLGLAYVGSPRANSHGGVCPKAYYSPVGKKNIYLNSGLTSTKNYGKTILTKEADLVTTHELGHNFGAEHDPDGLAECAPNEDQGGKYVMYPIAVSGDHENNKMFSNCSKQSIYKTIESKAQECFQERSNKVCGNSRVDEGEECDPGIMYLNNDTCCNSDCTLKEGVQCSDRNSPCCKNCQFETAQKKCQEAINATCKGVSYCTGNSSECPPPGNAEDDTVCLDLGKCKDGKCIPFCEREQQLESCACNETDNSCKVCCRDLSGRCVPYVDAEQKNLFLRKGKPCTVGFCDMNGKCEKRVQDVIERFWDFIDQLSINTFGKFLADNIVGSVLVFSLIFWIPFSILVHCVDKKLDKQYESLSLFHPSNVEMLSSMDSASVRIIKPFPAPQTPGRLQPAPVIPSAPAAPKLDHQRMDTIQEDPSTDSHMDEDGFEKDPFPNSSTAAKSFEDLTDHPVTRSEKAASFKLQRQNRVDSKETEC
TDP2 inh – blocks human TDP2 phosphodiesterase activity | O95551 | recombinant TDP2, T5PNP hydrolysis, p-nitrophenol absorbance 415 nm | inhibition, % at 12.8 µM | 0.34% of 370,000 active | AID 720702;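 active = inhibition above the mean of all tested compounds plus 3 SD, set per campaign, cut at about 25% in these data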;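 note: 0% = DMSO with enzyme and 100% = buffer with substrate but no TDP2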
Target sequence (O95551 whole entry, looked up): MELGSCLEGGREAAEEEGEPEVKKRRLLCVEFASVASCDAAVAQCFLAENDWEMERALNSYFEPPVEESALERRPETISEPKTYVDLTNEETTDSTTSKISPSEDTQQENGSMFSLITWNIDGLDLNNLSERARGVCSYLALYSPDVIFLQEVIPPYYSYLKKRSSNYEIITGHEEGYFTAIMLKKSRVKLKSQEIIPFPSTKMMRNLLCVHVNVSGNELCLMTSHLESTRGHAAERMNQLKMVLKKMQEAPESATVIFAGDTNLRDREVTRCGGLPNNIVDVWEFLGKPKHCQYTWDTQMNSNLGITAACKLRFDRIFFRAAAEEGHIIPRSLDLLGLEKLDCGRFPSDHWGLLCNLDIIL
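System – recombinant human TDP2 · Amount – 120 nM TDP2 per well · Buffer or medium – Mg2+-containing Tris-HCl buffer, pH 7.5 · Reagent – T5PNP substrate, 5 mM · Dosing – 12.8 µM single point, 1% DMSO · Incubation – 2 h at 37 °C · Measured by – epi absorbance · Read-out basis – percent inhibition · Benchmarks – high control without enzyme, low control DMSO plus TDP2 · Repeats – singlicate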
Active calls of the source: *.

SMILES | SIAE primary | PLC-beta3 inh | PLC-gamma1 inh | ADAM10 inh | DDE Tn7 FP inh | ARFGAP1 inhibitor | ASAP1 inh | Tn6 DDE FP | ADAM17 inh | TDP2 inh
CCN(CC)S(=O)(=O)c1cccc(NC(=O)COC(=O)c2n[nH]c(=O)c3ccccc23)c1 | -7 | -2 | -1 | -1 | 0 | 4 | 2 | 10 | -1 | 2
CCCCCC(=O)NNC(=S)NC(=O)c1cccc([N+](=O)[O-])c1 | 10 | 3 | 4 | 10 | -6 | 9 | -2 | 2 | 7 | -10
O=C(CCCCCN1C(=O)c2ccccc2C1=O)NCc1ccco1 | 3 | 3 | 3 | 0 | 4 | -5 | 1 | -3 | -1 | 4
COc1ccc(C)cc1NC(=O)CSc1nnc2ccc(-c3ccncc3)nn12 | -1 | -8 | -56 | -3 | 9 | -1 | -10 | -7 | -5 | -2
O=C(O)c1ccc(N2C(=O)C3ON(c4ccccc4)C(c4ccccc4F)C3C2=O)cc1 (stereo not drawn) | 2 | -1 | -2 | -4 | -2 | -4 | -21 | 2 | -2 | -2
COc1ccc(N2CC(C(=O)Nc3nc4ccc(OC)cc4s3)CC2=O)cc1 (stereo not drawn) | -8 | -15 | 4 | 8 | 0 | -1 | -5 | -1 | -2 | -5
Cc1ccc(N2CN=C(c3ccccc3)NC2=S)cc1 | 6 | 3 | 6 | -2 | 0 | 11 | 2 | 12 | 1 | -13
CCN(C(=O)COC(=O)CCOc1cccc(C)c1)c1c(N)n(Cc2ccccc2)c(=O)[nH]c1=O | -13 | 2 | -2 | -5 | -4 | 10 | 14 | 0 | -1 | -1
COc1ccc(S(=O)(=O)N2CCN(C(=O)c3cc(C)oc3C)CC2)cc1OC | 9 | -3 | 6 | -14 | -3 | 12 | 22 | 5 | 2 | 0
O=C1C=C(c2cccs2)CC(c2cccs2)C1n1cnc([N+](=O)[O-])c1 (stereo not drawn) | 2 | -8 | -2 | -26 | 5 | -5 | 0 | 2 | -6 | -9
COc1cc(OC)c(C(=O)NCCCN2CCOCC2)cc1OC | -2 | -6 | 0 | -7 | 0 | 4 | 17 | -2 | -5 | -1
CN(C)c1ccc(C(CNS(=O)(=O)c2ccc(F)cc2)c2c[nH]c3ccccc23)cc1 (stereo not drawn) | 6 | -6 | -3 | 22* | 4 | 13 | 7 | -4 | 7 | -1
O=C(CS(=O)c1cccc(Cl)c1)Nc1ccccc1Cl (stereo not drawn) | -11 | 4 | 11* | 2 | 4 | -1 | 3 | -8 | -6 | -7
Cc1ccc(N2C(=O)Cc3ccccc3C2=O)cc1 | -2 | -10 | -5 | -3 | 5 | 3 | -9 | 8 | -3 | -5
CCOc1ccccc1N1CC(C(=O)NCCC2=CCCCC2)CC1=O (stereo not drawn) | 4 | -5 | 0 | -1 | 1 | -10 | -10 | -4 | -4 | -5
COc1cc(CC(=O)NCCCc2ccccc2)cc(OC)c1OC | 6 | 3 | 1 | -10 | 2 | -6 | -10 | -7 | -4 | 7
CN(C)CCNC(=O)c1ccccc1-c1cc2ccccc2c(=O)o1 | 0 | -12 | -7 | -7 | 3 | 11 | -22 | -2 | -16 | -5
CCN(CC)S(=O)(=O)c1ccc(OC)c(NC(=O)CC2CCCC2)c1 | -4 | -3 | 1 | 2 | -1 | -7 | -3 | 0 | 0 | 14
COc1ccc(C(=O)N2CCN(c3ccc(F)cc3)CC2)cc1S(=O)(=O)NC1CC1 | 1 | -6 | 3 | -6 | 0 | -14 | 18 | -1 | -2 | 12
CCN(CC)S(=O)(=O)c1ccc(C(=O)NCC(=O)NC2CC2)cc1 | 3 | -4 | 5 | -12 | -7 | 1 | -6 | -6 | -4 | 6
O=c1[nH]c(CN(CCc2ccccc2)S(=O)(=O)c2ccc(Cl)cc2)nc2ccccc12 | -1 | -3 | -2 | -2 | 5 | 2 | 14 | 3 | -2 | 1
CCOC(=O)c1ccc(NC(=O)CN2C(=O)CNC2=O)cc1 | -1 | -3 | -1 | -3 | 0 | -5 | -12 | 3 | -5 | 5
O=S(=O)(c1ccc2c(c1)OCCO2)N1CCN(c2ncnc3sccc23)CC1 | -4 | 1 | 1 | 9 | -3 | 19 | -10 | -1 | 2 | 4
O=C(NC1CCSC1=O)c1ccc(Oc2cccc(C(F)(F)F)c2)nc1 (stereo not drawn) | 10 | 4 | 4 | 0 | 1 | -10 | 8 | -8 | -4 | 6
NCCC(=O)N1c2ccccc2Sc2ccc(Cl)cc21 | 8 | -5 | 1 | 5 | -1 | 2 | 4 | 1 | -1 | 6
Cc1ccc(/C=N/NC(=O)CNC(=O)COc2ccc(Cl)cc2)o1 | -7 | -6 | -1 | 2 | 4 | 5 | 2 | 11 | 0 | -7
COc1ccc(Cl)cc1NC(=O)CN1CCN(S(=O)(=O)N2CCCCC2)CC1 | -7 | -4 | -1 | -7 | 10 | -9 | 5 | -2 | 0 | -3
CC(C)(C)c1ccc(Oc2ccc(NC(=O)c3cccs3)cn2)cc1 | -63 | -6 | -1 | 5 | 2 | 6 | 1 | 2 | -3 | -12
CN(C)S(=O)(=O)c1cc(NC(=O)COC(=O)C2COc3ccccc3O2)ccc1Cl (stereo not drawn) | -2 | 1 | 0 | -3 | -3 | 9 | 7 | 1 | -2 | 3
CN1C(=O)[C@H]2[C@@H](c3ccc(C(F)(F)F)cc3)N[C@]3(CCCN(Cc4ccco4)C3=O)[C@H]2C1=O | -5 | -1 | 6 | -1 | -3 | -6 | 1 | -1 | 2 | -4
COc1ccc(CCNC(=O)Cc2cc(OCc3ccccc3)c(OC)cc2[N+](=O)[O-])cc1OC | 4 | -3 | 2 | 9 | 7 | -5 | -2 | 2 | 1 | 2
COC(=O)c1sccc1NC(=O)CCC1CCCC1 | 0 | 1 | 0 | -4 | -2 | -4 | -7 | -1 | -4 | 5
CN1CCCC(OC(=O)c2ccc(C#N)cc2)C1 (stereo not drawn) | -2 | -6 | -1 | -7 | 8 | -3 | -16 | 3 | -4 | 14
Cc1cc(C)cc(NC(=O)C2CC3CCC2C3)c1 (stereo not drawn) | -8 | -1 | -1 | -9 | 2 | 2 | -17 | 6 | -4 | -5
CN(C)c1ccc(C2Nc3ccccc3C(=O)N2CCN2CCNC2=O)cc1 (stereo not drawn) | -1 | -38 | -22 | -91 | -3 | 7 | -15 | 1 | -36 | 9
C=Cc1ccc(Cn2c(C)c(C(=O)NCc3ccc(C#N)cc3)sc2=O)cc1 | -2 | 3 | 2 | 9 | -2 | -1 | 1 | 5 | 5 | 7
COc1cc(OC)cc(C(=O)N(Cc2ccco2)c2c(N)n(Cc3ccccc3)c(=O)[nH]c2=O)c1 | -2 | -14 | -5 | -20 | -5 | 0 | -10 | -5 | -1 | 1
CCN1CC2CCCC3(C1)C(=O)NC1(CCCCC1)N=C23 (stereo not drawn) | 3 | -8 | -6 | -11 | 0 | 15 | -8 | 3 | -6 | 2
COc1ccc(NC(=O)COC(=O)COc2ccc(Br)cc2)cc1 | 11 | -7 | -4 | -5 | -7 | 10 | 7 | -9 | -2 | 0
O=C(NC1CCCCC1)C(c1ccc(O)cc1)N(CC1CCCO1)C(=O)C1COc2ccccc2O1 (stereo not drawn) | 3 | 1 | 3 | -6 | 0 | -12 | 11 | 0 | -1 | 2
COc1ccccc1C(CC(=O)Nc1ccccc1C)c1ccc(OC(C)C)cc1 (stereo not drawn) | -2 | 5 | 4 | 4 | -9 | 9 | -10 | 8 | 1 | -7
CCOCc1nnc(NC(=O)COC)s1 | 3 | 0 | -4 | -4 | -1 | 2 | 10 | -3 | -5 | 13
NC(=O)NC(c1ccccc1)c1ccccc1F (stereo not drawn) | -4 | 4 | 2 | 4 | 2 | -13 | -1 | -3 | 0 | -1
CN(C(=O)c1ccc(S(=O)(=O)c2cccc(Cl)c2)c([N+](=O)[O-])c1)C1CCCCC1 | 0 | 5 | 5 | 14 | -8 | 2 | -9 | 0 | 5 | -11
CCOC(=O)[C@]12CCCC=C1N(Cc1ccc(Cl)cc1Cl)C(=O)[C@H](CC(=O)NCc1cccc3ccccc13)C2 | -10 | -1 | -2 | 7 | 0 | -6 | 4 | -1 | 2 | 4
CCC(c1nc2ccccc2[nH]1)n1c(-c2ccc3cc[nH]c3c2)nc2ccccc21 (stereo not drawn) | -6 | -57 | -41 | -311 | 5 | -3 | 6 | -2 | -73 | -3
CCN(Cc1ccncc1)C(=O)c1cc(COc2c(F)cccc2F)on1 | 3 | -3 | 2 | -9 | 4 | -1 | -9 | 1 | -5 | 19
CC(C)c1ccc(/C=N\NC(=O)c2ccc(Cn3cccn3)o2)cc1 | -16 | -4 | -6 | -5 | 7 | -1 | 4 | 7 | -2 | -9
CC(C)n1nc(C(=O)NC2CCCCCC2)c2ccccc2c1=O | -4 | -6 | 0 | 4 | 0 | -7 | -4 | -1 | 1 | -7
Cc1cc2ncc(-c3ccc(Cl)cc3)c(N)n2n1 | -1 | -11 | -12 | -16 | 1 | -4 | 9 | 10 | -4 | -10

Structural class: the compounds so far containing two or more sulfur atoms
SMILES | SIAE primary | PLC-beta3 inh | PLC-gamma1 inh | ADAM10 inh | DDE Tn7 FP inh | ARFGAP1 inhibitor | ASAP1 inh | Tn6 DDE FP | ADAM17 inh | TDP2 inh
O=C1C=C(c2cccs2)CC(c2cccs2)C1n1cnc([N+](=O)[O-])c1 (stereo not drawn) | 2 | -8 | -2 | -26 | 5 | -5 | 0 | 2 | -6 | -9
O=S(=O)(c1ccc2c(c1)OCCO2)N1CCN(c2ncnc3sccc23)CC1 | -4 | 1 | 1 | 9 | -3 | 19 | -10 | -1 | 2 | 4

(next part)
SMILES | SIAE primary | PLC-beta3 inh | PLC-gamma1 inh | ADAM10 inh | DDE Tn7 FP inh | ARFGAP1 inhibitor | ASAP1 inh | Tn6 DDE FP | ADAM17 inh | TDP2 inh
Cc1nn(C(C)C(=O)O)c2ccccc12 (stereo not drawn) | 5 | -2 | -2 | 0 | 7 | 5 | 0 | -4 | -3 | 11
CC(=O)N1c2ccccc2N(Cc2ccc(C)cc2C)C(=O)C1(C)C | 3 | -1 | 0 | -6 | 5 | -1 | -8 | 2 | -2 | 4
CNS(=O)(=O)c1ccc(C(=O)NCC(=O)NCCC(c2ccccc2)c2ccccc2)cc1 | -13 | 3 | 5 | 3 | -2 | -7 | 16 | -2 | 9.7* | -23
Oc1ccc(N=Nc2cccc(C(F)(F)F)c2)cc1C=Nc1ccc(N2CCOCC2)cc1 | -4 | 1 | 2 | -2 | 6 | -23 | -6 | -8 | -3 | 22

Assay outcomes from PubChem BioAssay.

Rows are unselected; overall some 3.6% were active at least once.
